# Bioassay records as filed in PubChem.
# SENP7 block – blocks the human protease SENP7. recombinant SENP7, Z-RLRGG-aminoluciferin luminescence, 40 min. inhibition, % at 5 µM. 1.5% of 330,000 active. AID 434973;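 active = inhibition above about 50% at the single test dose, limit read from the data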;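 also: plate controls were DMSO with enzyme for no effect and no enzyme buffer wells for full effect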
# SENP6 block – inhibitors of human SENP6 protease. 1.8% of 330,000 active. Q9GZR1. inhibition, % at 10 µM. AID 2599. Recombinant SENP6 catalytic domain, aminoluciferin luminescence;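 active = inhibition above about 50% at the single tested dose, limit read from the data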;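 also: plate controls were DMSO wells with enzyme for no effect and DMSO wells lacking enzyme for full effect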
# UBC13 inh – human UBC13 polyubiquitination inhibition; inhibition, % at 20 µM; 0.47% of 330,000 active; UBC13 polyubiquitin chain formation, TR-FRET; P61088; AID 485273; in the data active = inhibition above about 45%, passing the limit was not always enough
# SENP8 block-1 – SENP8 (human) protease inhibition | Q96LD8 | recombinant SENP8, Nedd8 substrate fluorescence | inhibition, % at 20 µM | 0.64% of 360,000 active | AID 602440; in the data active = inhibition mostly above about 40%, no sharp cut-off; inactive = mostly below about 27%
# Apaf1 inhib – inhibitors of human Apaf-1 apoptosome; O14727; reconstituted apoptosome caspase-3 activity, DEVD-Rh110 fluorescence; inhibition, % at 20 µM; 0.71% of 330,000 active; AID 489030; active = inhibition of at least 40% at 20 µM;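 also: plate controls were DMSO wells for no effect and DEVD-CHO caspase inhibitor wells for full effect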
#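 System – cell-free apoptosome with Apaf-1, procaspase-3 and caspase-9 · Buffer or medium – pH 7.5 Hepes buffer with CHAPS, BSA, DTT · Also added – cytochrome c with DEVD-Rh110 · Times – 30 min compound preincubation, 50 min activation, room temperature · Technique – Rh110 fluorescence intensity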
# SENP8 block-2 – blocks the human protease SENP8; 1.2% of 330,000 active; purified SENP8, Z-RLRGG-aminoluciferin cleavage, luminescence; Q96LD8; inhibition, % at 10 µM; AID 2540; in the data active = inhibition above about 50%
# SENP1 inh – blocks the human SENP1 SUMO protease catalytic domain; Q9P0U3; recombinant SENP1 catalytic domain, CyPet-SUMO1-YPet FRET cleavage; inhibition, % at 10 µM; 0.21% of 360,000 active;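 active = inhibition at least 30% at 10 µM, raw YFP signal under a set limit, fluorescence ratio 0.5 to 1.5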;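 also: 0% = enzyme with DMSO and 100% = no enzyme wells; some results filed as inactive read as strong as hits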
#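 Test system: human SENP1 catalytic domain; medium: Tris pH 8 buffer plus EDTA, NaCl, BME, BSA, NP40, catalase; incubation: 50 min reaction at room temperature; technique: FRET, CFP and YFP emission; controls: no-enzyme low control and enzyme-plus-DMSO high control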
# APOBEC3G inh – blocks human APOBEC3G single-stranded DNA deamination; AID 493012; Q9HC16; recombinant A3G, ssDNA deamination FAM/TAMRA fluorescence; inhibition, % at 20 µM; 0.28% of 330,000 active;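 active = inhibition of at least 40% at 20 µM, with no more than 30% in the related APOBEC3A deaminase screen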;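 also: plate controls were DMSO wells with A3G for no effect and wells lacking A3G enzyme for full effect; some compounds called inactive have numbers as strong as hits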
# * = called active by the depositor; i = inactive; · = not tested or not shown.
# A first look:
SMILES,SENP7 block,SENP6 block,UBC13 inh,SENP8 block-1,Apaf1 inhib,SENP8 block-2,SENP1 inh,APOBEC3G inh
CC(=O)c1cccc(NC(=O)CSc2nc(=O)n(CCN3CCOCC3)c3c2CCCC3)c1,3,-14,3,-3,0,15,-5,1
CSc1ncccc1C(=O)Nc1cc(C)ccn1,0,3,-6,1,4,-5,2,1
NC(=O)c1nsc(C(=O)N(CC(=O)NCc2ccccc2)c2cccc(F)c2)c1N,1,-4,14,-303,5,9,-15,-5
COc1cc(NC(=O)c2ccc(COCC(F)(F)F)cc2)cc(OC)c1OC,-6,-14,-11,10,7,-13,0,-5
O=C(Cc1ccccc1)NNC1CC(=O)N(c2ccccc2)C1=O (stereo unspecified),-1,3,-1,20,-12,-8,2,3

# All compounds of this part, from the first entry:
SMILES,SENP7 block,SENP6 block,UBC13 inh,SENP8 block-1,Apaf1 inhib,SENP8 block-2,SENP1 inh,APOBEC3G inh
CC(=O)c1cccc(NC(=O)CSc2nc(=O)n(CCN3CCOCC3)c3c2CCCC3)c1,3,-14,3,-3,0,15,-5,1
CSc1ncccc1C(=O)Nc1cc(C)ccn1,0,3,-6,1,4,-5,2,1
NC(=O)c1nsc(C(=O)N(CC(=O)NCc2ccccc2)c2cccc(F)c2)c1N,1,-4,14,-303,5,9,-15,-5
COc1cc(NC(=O)c2ccc(COCC(F)(F)F)cc2)cc(OC)c1OC,-6,-14,-11,10,7,-13,0,-5
O=C(Cc1ccccc1)NNC1CC(=O)N(c2ccccc2)C1=O (stereo unspecified),-1,3,-1,20,-12,-8,2,3
CC(C)(C)CC(=O)Nc1ccccc1N1CCN(c2ccc(F)cc2)CC1,-8,11,2,6,20,2,0,-9
CN(C)N1C(N)=C(C#N)C(c2ccc3c(c2)OCO3)C2=C1CCCC2=O (stereo unspecified),6,5,-2,10,4,0,-1,-5
CCn1c(CNC(=O)Cc2ccc(OC)cc2)nnc1SCC(=O)Nc1ccc(C(=O)O)cc1,5,-28,-3,2,-3,-1,3,-2
COc1ccccc1NC(=O)NCCCl,6,-42,-2,10,-9,2,1,-3
CCCCN(Cc1ccccc1)S(=O)(=O)c1c(N)n(C)c(=O)n(C)c1=O,4,-5,-1,2,6,5,1,-5
COc1cccc2c1OC1(C)CC2/C(=C(\C)O)C(=O)N1 (stereo unspecified),-8,14,1,20,-18,5,-2,-2
COc1ccc(C(=O)COC(=O)CN2C(=O)NC(C)(C)C2=O)cc1OC,-10,-18,-16,0,-3,-6,0,-5
O=c1ccc2ccc(OCc3ccccc3)cc2o1,-2,35,7,-95,9,-8,-1,-8
CN1C(=S)SC2CS(=O)(=O)CC21 (stereo unspecified),0,-13,2,12,-5,3,-2,-3
CCc1ccc(CCC(=O)Nc2nnc(CC)s2)o1,-1,-4,0,10,7,-10,1,-7
COc1ccccc1Cn1c(C)nnc1-c1cnn(C)c1N,-8,-9,5,16,-10,3,1,4
Cn1nc(C(=O)N2CCc3ccccc32)c2ccccc2c1=O,8,7,7,22,-12,0,3,-6
Cn1c(-c2ccccc2O)cc2ccccc21,0,-19,5,-87,5,1,-5,-5
C#CCOCCOCCOCCNc1nc(N2CCN(C(=O)C([C@@H](C)O)n3cc([C@@H](N)CCCCN)nn3)CC2)nc(N2CCN(C(=O)[C@H](CCCCN)n3cc(CN)nn3)CC2)n1 (stereo partly specified),9,-2,107*,23,42*,7,-1,0
O=C(O)c1ccc(-n2[nH]c3c(c2=O)CCCC3)cc1,1,0,-2,9,2,-7,4,-6
O=C(NN=C1CCN(Cc2ccccc2)CC1)c1ccccc1,0,-6,-5,18,3,6,-2,4
C=CCC(C#Cc1ccc(C)cc1)N(CC)CC (stereo unspecified),9,-6,-4,15,2,-4,0,0
Nc1n[nH]c2ccccc12,-7,0,0,-47,-18,1,-1,-5
CC(=O)c1c(C)n(C)c2ccc(OC(=O)c3ccco3)cc12,-6,-21,-10,21,5,-9,1,-4
Cc1ccccc1C(=O)N1CCN(c2ccc(NC(=O)c3ccco3)cc2Cl)CC1,6,-2,-1,3,10,7,-1,0

# Some of the entries so far, tab-delimited:
molecule	SENP7 block	SENP6 block	UBC13 inh	SENP8 block-1	Apaf1 inhib	SENP8 block-2	SENP1 inh	APOBEC3G inh
COc1ccc(C(=O)COC(=O)CN2C(=O)NC(C)(C)C2=O)cc1OC	-10	-18	-16	0	-3	-6	0	-5
O=c1ccc2ccc(OCc3ccccc3)cc2o1	-2	35	7	-95	9	-8	-1	-8
CN1C(=S)SC2CS(=O)(=O)CC21 (stereo unspecified)	0	-13	2	12	-5	3	-2	-3
CCc1ccc(CCC(=O)Nc2nnc(CC)s2)o1	-1	-4	0	10	7	-10	1	-7

# (list continues)
SMILES,SENP7 block,SENP6 block,UBC13 inh,SENP8 block-1,Apaf1 inhib,SENP8 block-2,SENP1 inh,APOBEC3G inh
COc1ccc(C(=O)Nc2cc(C)c(NC(=O)c3ccccc3OC)cn2)cc1,9,37,4,-9,19,23,-2,-4
COc1cc(NC(=O)c2ccc3c(SCC(=O)O)c4c(nc3c2)CCCC4)cc(OC)c1OC,0,24,4,12,8,3,-13,-5
COc1ccc(OCC(O)COc2ccc(C(=O)O)cc2)cc1 (stereo unspecified),2,-4,4,16,-15,0,-1,-7
COc1ccc(OCCCC(=O)N2CCN(S(=O)(=O)c3cccc(F)c3)CC2)cc1,6,-7,-4,6,12,2,0,0
Clc1ccc(-c2ccc(CNCc3ccccn3)o2)cc1,6,-37,-1,0,4,-11,-3,-6
CC1Cc2ccccc2N1C(=O)CN1C(=O)NC2(CCCCC2)C1=O (stereo unspecified),-1,-36,2,2,15,-13,0,-10
CCCc1cc(=O)oc2cc(OCc3ccc(C(=O)O)cc3)ccc12,1,21,0,-170,3,6,0,2
CCOC(=O)C1(Cc2ccc(OC)cc2)CCN(C(=O)c2sc(C)nc2C)CC1,-8,-15,-5,10,5,-3,2,-6
O=C(Cn1cc2c(n1)CCCC2)NCCCN1CCN(c2ccccc2F)CC1,5,-10,9,11,10,-1,0,5
O=C(CCc1nnc2ccc(NCc3ccco3)nn12)N1CCN(c2ccc(F)cc2)CC1,23,4,-7,0,-5,-5,-10,-2
CC(=O)N1CCOc2ccc(S(=O)(=O)Nc3ncccc3C)cc21,-1,2,4,-6,-5,-5,2,-6
O=C(Nc1cccc2ccccc12)c1onc2c1CCCC2,65*,84*,2,1,4,72*,-4,-7
O=C(CSc1nnc2c(n1)[nH]c1ccccc12)NCc1ccccc1F,3,-13,-9,-4,5,2,1,0
O=[N+]([O-])c1ccc(N(CCO)Cc2ccccc2)c([N+](=O)[O-])c1,-10,-10,-15,29,6,-8,-1,-6
CC(C)(C)NC(=O)c1cccc(NC(=O)c2ccc3c(c2)C(=O)N(C(C)(C)C)C3=O)c1,-7,-15,-6,19,14,-1,-1,-3
N#Cc1ccc(C2N=C(c3ccccc3)NO2)cc1 (stereo unspecified),48,53*,2,19,4,29,1,-3
COC(=O)c1ccc(NC(=O)c2cc[n+]([O-])cc2)cc1,-3,-3,2,3,-10,-4,0,-4
CCN(CC)CCCN(Cc1cc2cc3c(cc2[nH]c1=O)OCO3)C(=O)Nc1ccccc1OC,2,-19,5,-474,5,-5,-4,-2
C=CCn1c(C)cc(C(=O)CSc2n[nH]c(N)n2)c1C,-10,2,-4,11,14,-13,2,-10
COc1cccc(-c2noc(C3CCCN(C(=O)c4ccc(F)cc4F)C3)n2)c1 (stereo unspecified),-8,-5,9,12,-10,3,1,-23
Cc1nn(CCCC(=O)NCCc2ccc(Cl)cc2)c(=O)c2nn(-c3ccccc3)c(C)c12,-4,-11,9,19,11,-5,0,-7
CCN1CCc2c(sc(NC(=O)c3ccc(S(=O)(=O)N4CCOCC4)cc3)c2C(N)=O)C1,8,0,-15,-34,8,6,-28,-3
Cc1ccccc1C(=O)NNC(=S)NC(=O)c1cccs1,3,2,-1,14,11,-7,3,-3
O=C(COC(=O)Cc1ccc(Br)cc1)Nc1c(F)c(F)c(F)c(F)c1F,-6,-22,-3,13,9,-13,5,-8
Cc1csc(-c2coc3cc(O)cc(C)c3c2=O)n1,4,95*,-5,6,-9,91*,-3,-4

# Continued:
SMILES,SENP7 block,SENP6 block,UBC13 inh,SENP8 block-1,Apaf1 inhib,SENP8 block-2,SENP1 inh,APOBEC3G inh
CCCCNS(=O)(=O)c1ccc2nc(-c3cccnc3)cc(C(=O)NCCCOCC)c2c1,4,3,0,·,-6,3,·,-7
CCOc1ccc(CCNC(=O)c2ccccc2OCc2c(C)noc2C)cc1OCC,11,-12,-4,4,7,-12,0,-7
O=C(N=C1SC2CS(=O)(=O)CC2N1c1cccc(Cl)c1Cl)C1CC1 (stereo unspecified),-3,-7,7,1,-6,-11,1,-6
O=C(NCC1CCCO1)c1ccc(NC(=O)c2ccc(Br)cc2)cc1 (stereo unspecified),0,-15,0,24,6,-1,2,0
CCc1nnc(NC(=O)CN2C(=O)/C(=C/c3cc(OC)c(OC)c(OC)c3)SC2=S)s1,2,-3,-16,27,9,-7,11,-5
Cc1nc2ccccc2n1/C(=N\S(=O)(=O)c1ccccc1)c1ccccc1,-2,3,4,21,-7,1,1,-4
Cc1nc2ccsc2c(=O)n1-c1cccc(Cl)c1,1,0,-3,13,-5,10,0,1
Cc1cc(OCC(=O)Nc2ccc(S(=O)(=O)NC3=NCCCCC3)cc2)c(C(C)C)cc1Cl,-5,-2,-1,13,6,1,0,-3
COc1cc(OC)c(C2C(C#N)=C(N)Oc3cc(C)n(CCCN4CCOCC4)c(=O)c32)cc1OC (stereo unspecified),5,4,5,13,0,-2,2,-1
Nn1c(SC/C=C/c2ccccc2)nnc1-c1cccnc1,-2,13,2,15,-3,-2,0,-7
Cc1ccc(CCNC(=O)C2CCN(S(=O)(=O)c3ccc4c(c3)CCC(=O)N4)CC2)cc1,8,4,2,-3,10,1,4,4
CC(=O)Nc1ccc2oc(C)nc2c1,3,11,0,4,4,2,1,-7
Cc1nn(C)cc1/C=N/NC(=O)c1ccc2c(c1)OCO2,-2,-2,8,30,5,-4,1,-2
C[C@@H](C(=O)NCc1c(F)cccc1Cl)N1C(=O)N2CCc3c([nH]c4ccccc34)[C@@]2(C)C1=O,-5,-9,11,26,15,-7,2,4
O=C(c1ccco1)N1N=C(c2ccccc2)CC1c1ccc2nccnc2c1 (stereo unspecified),-1,0,-3,10,12,-7,-1,-3
Cc1cc(S(=O)(=O)Nc2c(C)ccc3nsnc23)ccc1F,4,2,-10,-21,-5,-2,2,-1
COc1ccc(N2CCN(C(=S)Nc3cccc(C)c3)CC2)cc1,0,-6,-5,17,-21,5,1,0
O=C1c2cccnc2C(O)N1Cc1ccccc1 (stereo unspecified),5,7,-6,10,-8,5,1,0
CCOC(=O)Cn1c(=O)oc2cc(S(=O)(=O)N3CCC(N4CCCCC4)CC3)ccc21,-7,-2,-3,5,-1,-6,3,-1
O=C(COC(=O)/C=C/C(=O)OCC(=O)Nc1ccccc1F)Nc1ccccc1F,-7,-3,-2,12,-4,-7,5,-1
CCOc1ccc(C(C(=O)NCC2CCCO2)N(C(=O)c2snc(C(N)=O)c2N)c2cccc(F)c2)cc1 (stereo unspecified),1,19,36,-328,15,-2,-40,-1
CC(C)CCN1CCN(Cc2ccc(N3CCNC3=O)cc2)CC1CCO (stereo unspecified),6,-8,-5,17,-12,0,-3,6
COc1ccc(NC(=O)/C=C/c2ccc(OC)c(OC)c2)cn1,5,-3,-14,-8,0,-2,0,-6
O=C(Nc1ccccc1)c1cc(N2CCOCC2)nc2ccccc12,-6,-12,15,i,-6,0,-31,-2
CCN(CC(=O)NCc1ccc(Cl)cc1)C(=O)c1ccc(S(=O)(=O)N(C)C)cc1,8,3,8,22,0,11,4,-4
O=S(=O)(Nc1ccc(S(=O)(=O)Nc2nccs2)cc1)c1ccc(Br)cc1,-8,7,-13,7,13,4,0,-5
COc1cc2ccccc2cc1C(=O)OCc1nc2ccsc2c(=O)[nH]1,5,-3,14,i,-8,-8,-3,-7
Cc1ccc(NC(=S)N2CCN(S(C)(=O)=O)CC2)cc1C,6,10,-2,1,-3,6,3,-1
